Compound activity (PubChem)
TRPC4 inh – inhibitors of mouse TRPC4 channel | HEK293 TRPC4beta/mu-opioid, DAMGO-evoked Fluo4 calcium flux; stronger effect = lower value | B-score at 10 µM | actives 0.39% (n = 300,000);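 active means B-score over 3 SD under the library average, no early fluorescence shift, positive overall ratio signal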
Target sequence (Q9QUQ5 whole entry, looked up): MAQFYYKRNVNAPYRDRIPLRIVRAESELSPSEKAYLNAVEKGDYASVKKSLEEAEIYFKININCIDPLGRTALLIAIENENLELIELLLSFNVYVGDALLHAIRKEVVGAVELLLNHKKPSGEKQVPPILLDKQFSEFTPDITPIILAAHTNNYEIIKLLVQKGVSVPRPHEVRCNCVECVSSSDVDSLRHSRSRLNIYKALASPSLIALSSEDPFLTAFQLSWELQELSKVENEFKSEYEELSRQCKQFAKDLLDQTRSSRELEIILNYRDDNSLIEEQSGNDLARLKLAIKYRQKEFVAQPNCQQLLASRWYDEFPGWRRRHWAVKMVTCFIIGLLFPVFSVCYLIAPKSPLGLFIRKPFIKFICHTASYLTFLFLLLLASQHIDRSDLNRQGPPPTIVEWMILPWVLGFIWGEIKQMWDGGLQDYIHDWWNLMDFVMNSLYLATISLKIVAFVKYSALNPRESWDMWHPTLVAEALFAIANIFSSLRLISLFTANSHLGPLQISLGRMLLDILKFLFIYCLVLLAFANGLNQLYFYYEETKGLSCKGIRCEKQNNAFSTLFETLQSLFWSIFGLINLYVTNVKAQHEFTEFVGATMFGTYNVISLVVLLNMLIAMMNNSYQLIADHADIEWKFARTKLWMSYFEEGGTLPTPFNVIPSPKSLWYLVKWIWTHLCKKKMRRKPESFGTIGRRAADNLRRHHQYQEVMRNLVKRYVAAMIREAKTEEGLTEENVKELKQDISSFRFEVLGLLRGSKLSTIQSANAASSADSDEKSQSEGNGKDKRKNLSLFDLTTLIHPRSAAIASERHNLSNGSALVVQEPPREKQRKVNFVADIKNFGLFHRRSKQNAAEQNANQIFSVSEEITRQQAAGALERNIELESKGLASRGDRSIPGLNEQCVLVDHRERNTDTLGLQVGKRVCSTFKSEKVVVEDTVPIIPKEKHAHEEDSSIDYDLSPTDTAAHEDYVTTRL
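Assay system – HEK293 line stably carrying TRPC4beta and mu-opioid receptor · Doses – single dose · Detection – Fluo4 calcium-dye fluorescence, kinetic read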
TRPC6 inh – blocks the mouse TRPC6 cation channel; Q61143; HEK293-TRPC6, membrane potential dye, ACh-evoked depolarization; stronger effect = lower value; B-score at 10 µM; actives 1.1% (n = 310,000); AID 2553;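 active means B-score under library mean minus 3 SD, initial fluorescence not abnormally high, positive integrated signal ratio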;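 further: B-score derived from integrated fluorescence ratio over the kinetic read; more negative B-score means stronger inhibition of depolarization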
IEC-6 cytotox – IEC-6 cytotoxicity, counter-screen for KLF5 inhibitors. luminescence viability. inhibition, % at 5 µM. actives 0.78% (n = 290,000). AID 1825; in the data active means inhibition above about 22%;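 further: 0% = plate median of test compound wells and 100% = cytotoxic reference compound wells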
KLF5 inh – suppresses KLF5 promoter-driven expression. actives 0.23% (n = 290,000). inhibition, % at 5 µM. DLD-1 KLF5 promoter-luciferase reporter, luminescence;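 active means inhibition above a per-plate limit of that plate's mean compound inhibition plus 3 SD, cut at about 60% in these data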;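 further: 0% = DMSO wells and 100% = LY294002 at 200 µM; higher means less KLF5 promoter-driven luciferase light; inactives centre near -14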
SKKanGAS inh – inhibitors of SKKanGAS S. pyogenes growth in kanamycin (SK-promoter or general growth effect) | BacTiter-Glo, 6 h | inhibition, % at 7.5 µM | actives 1.3% (n = 300,000) | AID 1662;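 active means mean replicate score, as percent of positive control median, at least 50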;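 further: strain carries kanamycin resistance gene driven by streptokinase promoter and grows in 40 µg/ml kanamycin; loss of luminescence reflects streptokinase promoter inhibition or plain growth inhibition; 0% = median of DMSO wells and 100% = positive control at its reference dose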
MrgX1 antagonist – blocks BAM8-22 activation of human MrgX1 receptor | Q96LB2 | MRGX1-HEK293 calcium flux, Fluo-4, BAM8-22 antagonism; stronger effect = lower value | B-score at 10 µM | actives 1.3% (n = 310,000);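 active means calcium-response B-score plate-corrected more than 3 library SD below zero, starting fluorescence within 5 deviations, no agonist response on first addition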;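 further: peak minus trough fluorescence over baseline after final BAM8-22 challenge near maximal dose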
TRPC4 agonist – activators of mouse TRPC4 channel. Q9QUQ5. HEK293 TRPC4beta/mu-opioid, Fluo4 calcium fluorescence; stronger effect = higher value. B-score at 10 µM. actives 0.49% (n = 310,000);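 active means B-score above 5 SD of library B-scores, and initial fluorescence ratio not above library mean plus 5 SD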;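 further: positive B-score marks a calcium rise read as TRPC4 activation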
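Material: TRPC4beta and mu-opioid receptor HEK293 stable cells | Incubation: 45 min room-temperature Fluo4 loading, 110 s read | Detection: Kinetic Fluo4 calcium fluorescence | Measure: Integrated baseline-normalised fluorescence ratio, converted to per-well B score | Benchmarks: Low control buffer alone, high control maximal DAMGO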
TRPC4 PAM – allosterically enhances the mouse TRPC4 cation channel | HEK293 TRPC4beta/mu-opioid, DAMGO EC20, Fluo-4 Ca2+ flux; stronger effect = higher value | B-score at 10 µM | actives 0.42% (n = 310,000) | AID 2227;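 active means B-score of calcium response area above 5 SD of library B-scores, with initial fluorescence ratio within 5 SD of library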;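 further: B-score of integrated fluorescence ratio over time as area under calcium response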
aSyn UTR inh – 5' untranslated region of α-synuclein, MLPCN primary screen | alpha-synuclein 5'UTR reporter, inhibitor activity | inhibition, % (tested at 7.5 µM) | actives 0.82% (n = 300,000) | AID 1813; in the data active means inhibition above about 60%;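 further: H4 neuroglioblastoma cells stably carrying SNCA 5'UTR luciferase fusion; 0% = DMSO wells and 100% = positive control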
TRPC6 act – activates the mouse TRPC6 cation channel | B-score at 10 µM | actives 0.13% (n = 310,000) | HEK293-TRPC6 membrane potential dye fluorescence; stronger effect = higher value;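 active means B-score of the integrated fluorescence ratio above library mean plus 3 SD, and starting fluorescence ratio within library mean plus 5 SD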;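 further: higher score means more depolarization so channel activation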
HIF activator – HIF pathway transcriptional activation | U2OS HRE-luciferase reporter, luminescence; normalized: DMSO 0%, desferrioxamine 100% | actives 0.32% (n = 300,000) | activation, % at 7.5 µM (by protocol);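 active means mean activation of at least 10% of the iron chelator positive control signal, with at least half of replicates also reaching 10%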
* = called active by the depositor; i = inactive; / = not tested or not shown. The order is random, and some 5.8% of all compounds hit somewhere here.

SMILES	TRPC4 inh	TRPC6 inh	IEC-6 cytotox	KLF5 inh	SKKanGAS inh	MrgX1 antagonist	TRPC4 agonist	TRPC4 PAM	aSyn UTR inh	TRPC6 act	HIF activator
O=C(c1cccc(Cl)c1)N1CCC(C(=O)N2CCN(Cc3ccccc3)CC2)CC1	i	i	-3	-21	17	i	i	i	-1	i	-0.3
COc1ccc(CNC(=O)CN(C(=O)c2csnn2)c2cccc3c2CCCC3)cc1	i	i	-1	8	-4	i	i	i	23	i	-2.9
C=CCOC(=O)C(=O)/C=C/c1csc2ccccc12	i	i	5	-7	25	i	i	i	-17	i	1.5
CC(=O)Nc1cc2c(cc1NC(=O)c1cnccn1)OCCO2	i	i	0	-6	15	i	i	i	-2	i	0.0
CC1CCCC(NC(=O)c2n[nH]c(=O)c3ccccc23)C1C (stereo unspecified)	i	i	9	-5	-3	i	i	i	-49	i	-0.5
COc1ccc(N2CCN(CCCNC(=O)CC3Oc4ccc(C)cc4NC3=O)CC2)cc1 (stereo unspecified)	i	i	1	-6	-3	i	i	i	9	i	0.2
COc1ccc(N(C(=O)c2ccn[nH]2)C(C(=O)NC(C)(C)C)c2ccc(F)cc2)cc1 (stereo unspecified)	i	i	-1	-18	-7	i	i	i	5	i	0.1
CC(=O)c1[nH]c(C)c(C(=O)N2CCCC(Nc3cccc(F)c3)C2)c1C (stereo unspecified)	i	i	-7	-29	2	i	i	i	-6	i	0.0
COc1cc(OC)cc(C(=O)NC(=S)NNC(=O)Cc2cccs2)c1	i	i	4	-8	70*	i	147*	i	3	i	0.0
CNS(=O)(=O)c1cnccc1N1CCN(c2cccc(C)c2)CC1	i	i	-4	-34	-1	i	i	i	17	i	-0.5
Cc1ccc(C)c(NC(=O)CSc2nc3nc(-c4cccs4)cc(C(F)(F)F)c3c(=O)[nH]2)c1	i	i	-3	-21	57*	i	i	i	12	i	0.0
Nc1ccc(C(=O)Nc2cccc(NC(=O)c3ccc(N)cc3)c2)cc1	i	i	-5	-28	11	i	i	i	20	i	-1.7
O=C(COC(=O)c1ccccc1[N+](=O)[O-])Nc1cc(S(=O)(=O)N2CCOCC2)ccc1N1CCCC1	i	i	2	-8	-6	i	i	i	15	i	-0.1
Cc1[nH]c(=S)c(C#N)c(-c2ccccc2)c1C(=O)Nc1ccccc1	i	i	-5	-15	-1	i	i	i	1	i	0.1
Cc1ccc(S(=O)(=O)N2CCN(C(=O)CSc3nc4ccccc4c(=O)[nH]3)CC2)c(C)c1	i	i	-1	23	1	i	i	i	13	i	-0.5
COCCCNCCOCCOc1ccc(C)cc1[N+](=O)[O-]	i	i	4	-27	2	i	i	i	12	i	-0.2
Cc1ccccc1C(=O)Nc1ccc(Br)c(C)n1	i	i	3	-35	4	i	i	i	-113	i	2.5
Cc1ccc(S(=O)(=O)NCC(C)n2nc(C)nc2C)cc1 (stereo unspecified)	i	i	0	-12	/	i	i	i	-3	i	-1.1
Cc1ccc(-n2ccnc(SCC(=O)NC3CCCC3)c2=O)cc1F	i	i	/	/	-2	i	i	i	12	i	0.0
O=C(CSc1ncnc2ccccc12)N1CCCC1	i	i	-6	-69	-2	i	i	i	-67	i	1.5
N#C/C(=C/c1ccc(C(=O)O)cc1)C(=O)NCc1ccccc1	i	i	3	-22	2	i	i	i	-22	i	-0.5
O=C(CN1C(=O)c2ccccc2S1(=O)=O)N1CCc2ccccc2C1	i	i	-4	-13	-4	i	i	i	46	i	-0.1
CCCN1C/C(=C/c2ccc3c(c2)OCO3)C(=O)/C(=C/c2ccc3c(c2)OCO3)C1	i	i	-2	10	1	i	i	i	-105	i	2.9
CCN(CC)C1=CC(=[N+]2CCCC2)CC(C)(C)C1	i	i	6	-15	-9	i	i	i	-4	i	-1.1
COc1ccccc1NC(=O)C(=O)N/N=C(\C)CC(=O)Nc1ccccc1C(F)(F)F	i	i	-1	-18	1	i	i	i	-3	i	-0.4
(cont.)
SMILES	TRPC4 inh	TRPC6 inh	IEC-6 cytotox	KLF5 inh	SKKanGAS inh	MrgX1 antagonist	TRPC4 agonist	TRPC4 PAM	aSyn UTR inh	TRPC6 act	HIF activator
CCCCn1c2nc3ccccc3nc2c2c(=O)n(CCC)cnc21	i	i	-2	0	18	i	i	i	11	i	0.3
Cc1ccc(C(=O)NN2CC(O)=C(c3nc(-c4cccc([N+](=O)[O-])c4)cs3)C2=N)cc1	i	i	3	-3	-14	i	i	i	-10	i	-0.2
COc1cc2sc3ccc(-c4ccc5[nH]ccc5c4)cc3c(=O)c2cc1OC	i	i	/	/	20	i	i	i	-239	i	3.6
O=C(N/N=C1\CCCc2c1[nH]c1ccc([N+](=O)[O-])cc21)c1ccncc1	i	i	1	-49	-3	i	i	i	-5	i	-1.0
O=C(NC(Cc1c[nH]c2ccccc12)C(=O)Nc1ccc(F)c([N+](=O)[O-])c1)c1cccs1 (stereo unspecified)	i	i	7	37	11	i	i	i	0	i	1.5
CCC(C)NC(=S)N1CCN(C(c2ccccc2)c2ccccc2)CC1 (stereo unspecified)	i	i	3	-12	5	i	i	i	11	i	-0.2
C/C(=N\NC(=O)C(NC(=O)c1ccccc1)C(C)C)c1ccccc1 (stereo unspecified)	i	i	7	0	-3	i	i	i	17	i	-0.3
CC(CCc1ccccc1)NCc1ccncc1 (stereo unspecified)	i	i	-2	-6	9	i	i	i	11	i	-0.3
COC(=O)C1=C(C)N(c2ccc(C)c(C)c2)/C(=C/c2ccco2)C1=O	i	i	0	11	2	i	i	i	-14	i	0.0
COc1ccc(NC(=O)C=C(C)C)cc1Cl	i	i	-9	-147	-4	i	i	i	-122	i	2.5
Cn1c(CNS(=O)(=O)c2ccc(Br)cc2)n[nH]c1=S	i	i	4	1	-4	i	i	i	-1	i	0.2
CCN(CC(F)(F)C(F)F)S(=O)(=O)c1ccc(NC(=O)OC)cc1	i	i	2	-40	-7	i	i	i	8	i	-0.1
COc1ccc(CN2CC(=O)N(c3ccccc3OC)C2=S)cc1OC	i	i	-5	-33	-2	i	i	i	18	i	0.0
COc1ccc(C2Nc3ccccc3C(=O)N2Cc2ccco2)cc1COc1ccc(F)cc1 (stereo unspecified)	i	i	3	-4	18	i	i	i	19	i	-1.1
Cc1ccccc1C(=O)N1CCC(C(=O)N(C)CCOc2ccccc2)CC1	i	i	-4	-18	-5	i	i	i	5	i	0.0
Nc1nc(NCc2ccccc2)nc(NCCO)c1[N+](=O)[O-]	i	i	2	-5	1	i	i	i	37	i	-0.3
S=C(NCCSCc1ccc(Cl)cc1)Nc1ccccc1	i	i	1	-7	-13	i	i	i	8	i	-0.5
Cc1ccc2nc(NCCc3ccccc3)c3nncn3c2c1	i	i	-7	-75	-13	/	i	i	-45	i	1.2
CCOC(=O)C1=C(C)Nc2sc(C(=O)c3ccc(F)cc3)c(N)c2C1c1ccc(C(=O)OC)cc1 (stereo unspecified)	i	i	-3	5	31	i	i	i	22	i	-1.7
COC(=O)C(/C=N/OCc1ccc([N+](=O)[O-])cc1)NC(=O)c1ccccc1 (stereo unspecified)	i	i	1	-53	2	i	i	i	-7	i	0.3
Oc1c(/C=N/c2ccccn2)sc2ccccc12	i	-9.1*	5	-15	26	-6.7*	i	i	-44	i	2.3
Cc1nc(NC(=O)C2CCCCC2C(=O)O)sc1C (stereo unspecified)	i	i	7	-21	4	i	i	i	7	i	-0.4
O=C(O)Cc1ccc(NC(=O)c2ccc(Cl)c(Cl)c2)cc1	i	i	-1	-8	-14	i	i	i	34	i	-0.5
O=C(CCS(=O)(=O)c1ccc(Cl)cc1)Nc1ccc(F)cc1	i	i	3	-35	-5	i	i	i	1	i	0.1
COc1ccc(C(=O)Nc2nc(-c3cccs3)cs2)cc1	-7*	i	-2	-111	6	-7.6*	i	i	-91	i	3.3
(cont.)
SMILES	TRPC4 inh	TRPC6 inh	IEC-6 cytotox	KLF5 inh	SKKanGAS inh	MrgX1 antagonist	TRPC4 agonist	TRPC4 PAM	aSyn UTR inh	TRPC6 act	HIF activator
CC1=CCC(COC(=O)Nc2ccccc2)CC1 (stereo unspecified)	i	i	-6	-187	15	i	i	i	-139	i	5.4
CC(CCc1ccccc1)NC(=O)CNC(=S)N(Cc1cccs1)C1CCCC1 (stereo unspecified)	i	i	-11	-17	16	/	i	i	11	i	-0.8
CCN(CC)c1nc2c(c(=O)[nH]c(=O)n2C)n1CCOc1ccccc1	i	i	3	-26	0	i	i	i	7	i	-15
CN1CCN(c2ccc(NC(=O)c3ccc4c(c3)OCCO4)cc2Cl)CC1	i	i	0	-72	0	i	i	i	-67	i	2.9
COc1cc(C(=O)N2CCN(C)C(C)C2)ccc1OC1CCN(C(C)=O)CC1 (stereo unspecified)	i	i	0	-25	2	i	i	i	-19	i	-0.6
CNC(=O)CN(Cc1ccccc1)S(=O)(=O)c1ccccc1	i	i	-5	-14	8	i	i	i	21	i	0.1
COc1cccc(NC(=O)COc2ccc(C(=S)N3CCN(C)CC3)cc2OC)c1	i	i	7	19	3	i	i	i	0	i	0.4
CCOC(=O)c1sc2nc(CSCC(=O)OCc3ccc(C(=O)OC)o3)[nH]c(=O)c2c1C	i	-13*	1	-5	17	i	i	i	16	19*	0.1
O=C(COc1ccc2c(c1)C(=O)CC1(CCCCC1)O2)NCc1ccccn1	i	i	1	-17	-12	i	i	i	-20	i	0.4
COc1ccc(NC(=O)CSc2nnc(CCC(=O)Nc3ccc(C)c(Cl)c3)n2C)cc1	i	i	-4	-22	-3	i	i	i	1	i	-0.1
O=S(=O)(/C=C/c1ccccc1)Nc1ccc2c(c1)OCO2	i	i	-6	-68	8	i	i	i	15	i	-0.4
c1ccc2sc(N3CCCN(Cc4nc(-c5cnccn5)no4)CC3)nc2c1	i	i	5	-18	4	i	i	i	-4	i	-1.2
CCSc1nnc(CNC(=O)C23CC4CC(CC(C4)C2)C3)n1C1CCCCC1	i	i	-6	-14	4	i	i	i	-13	i	0.0
COc1cccc(-c2nnc(NC(C)=O)o2)c1	i	i	/	/	4	i	i	i	-34	i	0.1
Nc1c(C(=O)N/N=C/c2cccnc2)cnn1-c1ccccc1	i	i	6	-44	-13	i	i	i	-67	i	0.1

Compound profiles (already shown). Order of values: TRPC4 inh, TRPC6 inh, IEC-6 cytotox, KLF5 inh, SKKanGAS inh, MrgX1 antagonist, TRPC4 agonist, TRPC4 PAM, aSyn UTR inh, TRPC6 act, HIF activator
COc1ccc(NC(=O)CSc2nnc(CCC(=O)Nc3ccc(C)c(Cl)c3)n2C)cc1 in the list: i, i, -4, -22, -3, i, i, i, 1, i, -0.1
CN1CCN(c2ccc(NC(=O)c3ccc4c(c3)OCCO4)cc2Cl)CC1 in the list: i, i, 0, -72, 0, i, i, i, -67, i, 2.9
c1ccc2sc(N3CCCN(Cc4nc(-c5cnccn5)no4)CC3)nc2c1 in the list: i, i, 5, -18, 4, i, i, i, -4, i, -1.2
